FLuc modulator: firefly luciferase modulation, counter-screen for miR-21 project | purified FLuc, Km substrates, luminescence inhibition | Potency, µM (doses to about 57.5 µM), inactives show top-dose activity change, negative = inhibition, usual class: inhibitors | 6.9% of 360,000 active;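 further: plate controls were vehicle for no effect and reference inhibitor for full effect; nearly all actives have a fitted effect of over 55% in size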
Target sequence (P08659 whole entry, looked up): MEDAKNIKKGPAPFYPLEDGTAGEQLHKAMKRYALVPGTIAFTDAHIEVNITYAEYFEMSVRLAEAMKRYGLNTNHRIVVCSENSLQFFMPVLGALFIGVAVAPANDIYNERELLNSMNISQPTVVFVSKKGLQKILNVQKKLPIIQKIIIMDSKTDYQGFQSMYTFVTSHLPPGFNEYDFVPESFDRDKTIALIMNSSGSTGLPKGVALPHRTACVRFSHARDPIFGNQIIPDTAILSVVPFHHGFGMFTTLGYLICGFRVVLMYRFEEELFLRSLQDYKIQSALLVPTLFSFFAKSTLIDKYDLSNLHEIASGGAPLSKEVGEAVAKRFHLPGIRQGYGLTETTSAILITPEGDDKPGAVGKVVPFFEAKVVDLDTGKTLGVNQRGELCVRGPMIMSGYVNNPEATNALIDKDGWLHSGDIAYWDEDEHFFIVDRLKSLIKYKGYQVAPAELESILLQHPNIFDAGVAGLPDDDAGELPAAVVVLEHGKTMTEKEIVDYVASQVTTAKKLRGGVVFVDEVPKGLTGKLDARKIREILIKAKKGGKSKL
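Biochemical qHTS of compounds, final roughly 60 µM downward over six points, against 10 nM purified firefly luciferase using Km concentrations of substrates (10 uM D-luciferin, 10 uM ATP) in Tris acetate pH 7.5 buffer; luminescence output.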
ELG1 genotoxic: inducers of genotoxicity in HEK293T ELG1-luciferase cells | HEK293T ELG1-luciferase reporter, luminescence, 16 h | Potency, µM (titrated, usually from 46 µM), for inactives: at the top dose activity change, positive = activation, usual class: activators | 1.3% of 330,000 active; further: % of control where 0% means no effect; nearly all actives have a fitted effect of over 60% in size
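Luminescence read-out: rising ELG1-luciferase signal, reflecting elevated ELG1 protein under genetic stress, flags genotoxic compounds. Cells were treated for 16 hr at 37 °C before ONE-Glo detection.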
BRCA1 expr up: increases BRCA1 expression. MCF7-BRCA1-FFLuc reporter, luminescence, 48 h; response scale: scaled: vehicle 0%, 10 µM genistein 100%. AID 624202. Potency, µM (highest dose often 46.1 µM), for inactives: top-dose activation, most hits filed as activators. 1.1% of 380,000 active; further: nearly all actives have a fitted effect of over 80% in size; some results filed as inactive show a strong effect at the top dose
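Using MCF7 cells harboring a BRCA1 firefly luciferase reporter, plated 2 h before compound pinning, the screen measured luminescence after 48 h incubation. Responses were normalized to DMSO and 10 microM genistein, then fitted for concentration-effect.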
Gal4-VP16 FLuc: inhibits Gal4-VP16 luciferase reporter, ROR gamma counter-screen | Potency, µM (titrated, usually from 53.6 µM), for the others: at the top dose activity, negative = inhibition, actives largely listed as inhibitors | 3.5% of 310,000 active | Drosophila S2 Gal4-VP16 UAS-luciferase, luminescence, 20 h | AID 2546;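 further: Gal4-VP16 expression switched on by copper sulfate through the metallothionein promoter; on the % scale 0 is the no-effect control and ±100 the full control effect; nearly all actives have a fitted effect of over 50% in size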
p53 reactivator: mutant p53 re-activation in reporter cells. H1299 p53-A138V BP100-luciferase reporter, luminescence, 24 h. Potency, µM (series often up to 92.2 µM), for inactives: at the top dose activity change, positive = activation, actives largely listed as activators. 0.063% of 320,000 active; further: % of control where 0% means no effect; nearly all actives have a fitted effect of over 45% in size
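H1299 (p53-null), stable ts p53-A138V + BP100-Luc; 1000 cells/well, Opti-MEM/10% FBS; cpd 4 pt, 1:5; 24 h, 37 deg C, 5% CO2; detection reagent 10 min RT; luminescence.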
NPC1 prom act: activators of NPC1 promoter. Huh7 NPC1 promoter luciferase reporter, 24 h. Potency, µM (titrated, usually from 9.22 µM), for the others: at the highest dose activation, hits mostly activators. 2.4% of 320,000 active. AID 485313;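 further: % of control where 0% means no effect; nearly all actives have a fitted effect of over 60% in size; reporter is driven by a mutant NPC1 promoter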
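Stable NPC1-promoter luciferase Huh7 line; cpd (DMSO) 24 h, 37 °C, 5% CO2; Amplite luciferase reagent 10 min RT; luminescence readout. qHTS format.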
Rab9 prom act: activators of Rab9 promoter. 2.8% of 320,000 active. Huh7 Rab9 promoter-luciferase reporter, luminescence, 24 h. Potency, µM (titrated, usually from 9.22 µM), for the others: at the top dose activation, negative = inhibition, most hits filed as activators; further: % of control where 0% means no effect; nearly all actives have a fitted effect of over 60% in size
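Measured in stably transfected Huh7 cells bearing a Rab9 promoter–luciferase construct: 24 h compound treatment at 37 °C, followed by luminescence detection.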
uPA surface inh: blocks generation of uPA at the cell surface; AID 540303; Potency, µM (highest dose often 38.3 µM), for inactives: at the highest dose activity change, negative = inhibition, usual class: inhibitors; 0.31% of 330,000 active; cell surface uPA generation assay, qHTS; active means well fitted inhibition curve with a large enough effect; inconclusive means small, poorly fitted or top-dose-only effect; inactive means no such curve, though single readings can be large or run the other way; tested in mouse RAW 264.7 cells; further: on the % scale 0 is the no-effect control and ±100 the full control effect; nearly all actives have a fitted effect of over 55% in size
MBNL1 CUG block: inhibitors of human MBNL1 binding to CUG repeat RNA; Q9NR56; TR-FRET MBNL1-His/biotin-(CUG)12 binding, 665/545 ratio; Potency, µM (doses to about 57.5 µM), for inactives: at the top dose activity change, negative = inhibition, actives largely listed as inhibitors; 0.036% of 280,000 active; AID 2675; active means well fitted inhibition curve with a large enough effect in the signal ratio, with a control signal flat, not every such curve was filed as active; inconclusive means small, poorly fitted or top-dose-only effect, or effect the other way, or a change in a side signal; inactive means no such curve, though single readings can be large or run the other way; the % refers to the signal ratio; further: on the % scale 0 is the no-effect control and ±100 the full control effect
Target sequence (Q9NR56 whole entry, looked up): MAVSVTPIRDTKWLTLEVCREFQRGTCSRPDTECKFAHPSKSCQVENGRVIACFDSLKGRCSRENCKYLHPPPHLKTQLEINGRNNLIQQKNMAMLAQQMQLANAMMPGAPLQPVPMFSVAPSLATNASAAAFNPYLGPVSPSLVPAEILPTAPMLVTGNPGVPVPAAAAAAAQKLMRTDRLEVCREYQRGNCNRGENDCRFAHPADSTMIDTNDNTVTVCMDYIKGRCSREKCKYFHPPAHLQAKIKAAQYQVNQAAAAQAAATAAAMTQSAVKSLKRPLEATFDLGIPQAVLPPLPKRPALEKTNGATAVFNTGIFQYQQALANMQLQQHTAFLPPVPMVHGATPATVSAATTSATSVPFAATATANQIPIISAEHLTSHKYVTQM
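Compound titration spanned 92 nM–58 uM against the MBNL1-His/biotin-(CUG)12 complex. After 60 min at room temperature with 5 nM streptavidin-XL665 and 0.055 ng/ul terbium anti-His, ratiometric 665/545 nm emission (Ex 340 nm) normalized to controls.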
MLL CXXC-DNA inh: MLL CXXC-DNA interaction inhibition | MLL-CXXC / FITC-HOXA9 DNA fluorescence polarization | AID 2662 | 0.037% of 290,000 active | Potency, µM (highest dose often 115 µM), without a hit: top-dose activity change, negative = inhibition, most hits filed as inhibitors; active means well fitted inhibition curve with a large enough effect in the polarisation, with a control signal flat, not every such curve was filed as active; inconclusive means small, poorly fitted or top-dose-only effect, or effect the other way, or a change in a side signal; inactive means no such curve, though single readings can be large or run the other way; the % refers to the polarisation
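Purified MLL-CXXC (added from a 7 uM solution) was preincubated 5 min at ambient with pinned compounds in 50 mM Tris-HCl pH 7.5, 50 mM NaCl, 1 mM DTT, 0.05% BSA. Fluorescein-labeled HOX-A9 DNA (50 nM solution) followed, 30 min, then polarization read.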
RORg inh: blocks mouse ROR gamma transcriptional activity | P51450 | Potency, µM (series often up to 53.6 µM), for the others: at the highest dose activity change, negative = inhibition, hits mostly inhibitors | Drosophila S2 Gal4-RORgamma UAS-luciferase reporter, 20 h | 5.4% of 310,000 active | AID 2551; further: on the % scale 0 is the no-effect control and ±100 the full control effect; nearly all actives have a fitted effect of over 60% in size
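Luminescence from a UAS-regulated Photinus luciferase reporter in stably transfected Drosophila Schneider cells is measured; decreased signal marks ROR gamma inhibition. Fusion expression is induced by 700 uM copper sulfate for 20 hr.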
Numbers without * were called inactive; u = inconclusive; x = not tested or not shown; & = joins results of further samples; [ ] = dose if it differs, or a comment. Unless noted, the call rests on the fitted dose curve; in most records, active means well fitted curve in the direction sought with a large enough effect; inconclusive means small, poorly fitted or top-dose-only effect, or another doubt; inactive means no such curve, though single readings can be large; an effect the other way counts as inactive or inconclusive. Potency means the concentration at half of the fitted maximal effect. A portion of the library, so the mix of outcomes need not match the whole.

SMILES | FLuc modulator | ELG1 genotoxic | BRCA1 expr up | Gal4-VP16 FLuc | p53 reactivator | NPC1 prom act | Rab9 prom act | uPA surface inh | MBNL1 CUG block | MLL CXXC-DNA inh | RORg inh
CC(C)Oc1ccc(C(=O)NCC(=O)N2CCN(S(=O)(=O)/C=C/c3ccccc3)CC2)cc1 | 1% | -3% | -18% | x | -2% | -2% | -1% | -9% | x | x | x
O=C(NCc1n[nH]c(=S)n1-c1ccc(F)cc1)c1ccco1 | 0% | -1% | 12% | 6% | 1% | -5% | 3% | 11% | 2% | -2% | -27%
Cc1ccc(C(=O)CC2(O)C(=O)N(CCc3ccccc3)c3ccc(Br)cc32)o1 (configuration not stated) | -6% | -13% | -28% | -16% | 3% | 7% | 0% | 5% | -5% | -6% | -22%
COc1cc(CO)ccc1OCC(=O)N1CCc2ccccc21 | -6% | 15% | 42% | u | 19% | 16% | 26% | -9% | -1% | -8% | 2.5µM*
COC(=O)CCCC1=CC2=CC(=O)C(C)(OC(=O)c3cccs3)C(=O)C2=CN1CCCCO (configuration not stated) | -3% | 3% | 0% | -7% | 1% | 1% | -6% | -11% | u | -8% | -30%
CCCOC(=O)c1cc2ccccc2oc1=O | u | 2% | 0% | 4% | u | 11% | 26% | 7% | u | -1% | 4%
NC(N)=Nc1nc2ccc([N+](=O)[O-])cc2[nH]1 | -7% | 6% | 46% | 7% | 24% | 4% | 0% | -4% | u | 11% | 20%
CCCCN(C(=O)Cc1cccs1)c1nnc(-c2cccnc2)s1 | 19µM* | 16% | 3.2µM* | -14% | u | u | 28% | -4% | 2% | -6% | u
COc1ccc(C(C)=O)cc1CSc1nnc(-c2ccccc2O)n1-c1ccccc1 | -1% | -11% | -24% | -13% | -8% | 3% | -3% | x | -9% | -1% | 2.8µM*
CCOc1ccccc1NC(=O)CCc1nnc2ccc(N3CCC4(CC3)OCCO4)nn12 | 1% | -1% | -1% | -22% | 1% | 4% | 1% | -3% | 3% | 5% | -25%
Cc1c(C#N)c(=O)oc2ccc3ccccc3c12 | 3% | 0% | 1% | -9% | 0% | 1% | 5% | -3% | u | 0% | -16%
COc1ccc(OC)c(-n2c(=S)[nH]c3c(sc(=S)n3-c3ccccc3)c2=O)c1 | u | 19% | 1% | -1% | 6% | -1% | -2% | 2% | u | 10% | -15%
COc1ccc(C(=O)Nc2c(N)nc(SCC(=O)N3CCC(C)CC3)[nH]c2=O)cc1OC | 2% | 0% | 0% | 2% | -1% | 5% | 1% | 6% | 0% | -6% | -10%
CN(C[C@H](Cc1ccccc1)N(CCN(CCc1ccccc1)N=O)N=O)N=O | 0% | 1% | -4% | -4% | -3% | -2% | 7% | -1% | -8% | -13% | 1%
CCCN1CNC(=S)N(c2cccc(C)c2C)C1 | 1% | -3% | -27% | u | 3% | 1% | -2% | x | -3% | -4% | 10µM*
CC(=O)Nc1ccc(Nc2c([N+](=O)[O-])c(=O)n(-c3ccccc3)c3ccccc23)cc1 | 0% | 5% | -2% | 2% | 0% | -5% | -9% | 3% | 11% | 0% | -7%
C#CCOC(=O)c1ccccc1C(=O)n1nnc2ccccc21 | -1% | 0% | -8% | u | -31%[inhibitor] | -6% | 2% | x | 4% | -9% | 18µM*
CCOC(=O)N1CCC2(O)CCCCC2C1c1ccc(F)cc1 (configuration not stated) | 0% | -5% | -9% | 1% | -4% | -1% | 0% | -6% | -10% | 4% | -5%
O=C(CC1SC2=NCCN2C1=O)Nc1ccc(Cl)cc1 (configuration not stated) | 0% | -1% | -9% | 2% | 7% | -1% | -5% | 2% | -3% | -4% | -18%
Cc1cc(C)cc(N(C(=O)Cc2cccs2)C(C(=O)NC2CCCCC2)c2ccccn2)c1 (configuration not stated) | -4% | -4% | 3%[1.84 µM] | 1% | -4% | -5% | -6% | 4% | -5% | -3% | 25%
CCC(CC)c1nnc(NC(=O)C2=NNC(=O)CC2)s1 | 2% | 0% | -4% | 11% | 2% | 0% | 6% | 0% | -5% | -6% | -3%
COc1ccc(C(=O)NCCOc2cccc(Oc3ccccc3)c2)cc1OC | u | -1% | -32% | x | -2% | -2% | -10% | 8% | x | x | x
CC(C)Cn1c(N)c(C(=O)NCCN2CCOCC2)c2nc3ccccc3nc21 | 0% | 0% | -3% | -19% | -22% | -6% | -10% | 8% | u | 9% | 12%
Cc1cc(C(=O)C(C)OC(=O)c2ccc(NC(=O)CC#N)cc2)c(C)n1-c1ccc(OC(F)F)cc1 (configuration not stated) | 7% | -3% | -86% | x | 11% | -13% | -1% | 0% | x | x | x
COc1ccc(NC(=O)C2=CC(c3ccc(C)cc3)=NS(=O)(=O)N2C)cc1 | -11% | -4% | -23% | -16% | 7% | -5% | -1% | 4% | u | x | u
O=C(NCC1CCCO1)c1cnn2c(C(F)F)cc(C3CC3)nc12 (configuration not stated) | -3% | 3% | -46% | 12% | -2% | 0% | -2% | -8% | -1% | -1% | 33%
COc1cc2c(cc1OC)C1=C(C#N)CN(CC(=O)O)CN1CC2 | 3% | 5% | -4% | 0% | 3% | -2% | 7% | -8% | 11% | 1% | -5%
COc1cc(/C=N/NC(=O)c2cccnc2)ccc1OC(=O)c1ccc2c(c1)OCO2 | 4% | 3% | 5% | -8% | 1% | -1% | -4% | -1% | 3% | 39%[activator] | 0%
COc1ccc(OCCCC(=O)OC(C)C(=O)Nc2ccc(C)cc2)cc1 (configuration not stated) | 0% | -1% | -9% | x | -7% | -4% | 3% | 0% | x | x | x
O=C(Cc1ccccc1)N1N=C(c2ccncc2)CC1(O)C(F)(F)F (configuration not stated) | -2% | 1% | 4% | -4% | 0% | -2% | 1% | -4% | 0% | -3% | 7.1µM*
Cc1ccc(NC(=O)CCC(=O)N/N=C/c2coc3ccccc3c2=O)cc1 | 0% | 0% | -16% | 2% | 6% | 1% | -4% | 18% | 4% | 11% | -1%
CN(C)c1nc(N)nc(Cn2ccnc2)n1 | 1% | 3% | -4% | -1% | -9% | 4% | -5% | 6% | -5% | -4% | -35%
CCC1CCCCN1CCCNC(=O)Cn1cc2c(n1)-c1c(oc(C(=O)N3CCCC3)c1C)CC2 (configuration not stated) | -1% | 0% | -8% | -22% | -1% | 4% | 7% | -2% | 13% | -3% | 0%
CCOC(=O)N1CCN(C2CCCN(C(=O)c3ccccc3N(C)C)C2)CC1 (configuration not stated) | 3% | 3% | -3% | 1% | 2% | 3% | 11% | 0% | -5% | 14% | 11%
CCc1nn(C(CC)C(=O)NCCc2ccc(OC)cc2OC)c(=O)c2cc3occc3n12 (configuration not stated) | -2% | -2% | -1% | 2% | -4% | 1% | 0% | 3% | 1% | -5% | -3%
COc1nsnc1N1CCOCC1 | -6% | 1% | -3% | 7% | -6% | -2% | -3% | 1% | x | u | -2%
CCCN(C(=O)Cc1coc2cc(C)c(C)cc12)c1c(N)n(Cc2ccccc2)c(=O)[nH]c1=O | 8% | -1% | -4% | x | -6% | 0% | 1% | 4% | x | x | x
CCOc1ccc(CCNC(=O)CSc2cc(=O)n(C)c3ccc(Cl)cc23)cc1OCC | -9%&1% | 0% | 12%&-25% | -7% | -1% | 1% | 8% | -2% | u | 20% | 4%
O=C(CNc1ccccc1-c1ccccc1)NCc1ccccc1 | 0% | -2% | -12% | 0% | 2% | 0% | 2% | 4% | 5% | 20% | 34%
COC(=O)/C(C#N)=C/c1c(N2CCN(Cc3ccc4c(c3)OCO4)CC2)nc2c(C)cccn2c1=O | -3% | -8% | 0% | -1% | -3% | -4% | -6% | 2% | 18% | 14% | 16%
COc1cccc(COC(=O)Nc2ccccc2F)c1 | 11µM* | 4.1µM* | u | 0% | u | 1.1µM* | 2µM* | -1% | -6% | -17% | 2%
O=S(=O)(NC1CC(NS(=O)(=O)OCC(Cl)(Cl)Cl)C2CCCCC12)OCC(Cl)(Cl)Cl (configuration not stated) | 6% | -10% | -41% | u | x | 3% | -3% | 1% | -4% | -1% | u
O=C(NCC1CCN(Cc2cccc(Cl)c2)CC1)C1CCCN(c2ncnc3c2nc2n3CCCCC2)C1 (configuration not stated) | 4% | -14% | -16% | -6% | 5% | -2% | 0% | -23% | -2% | -2% | 21%
Cc1ccccc1N=C1N=C(N)c2ccccc21 | 5% | 8% | -21% | 2% | 19% | 0% | 0% | 1% | 11% | 13% | 11%
